TEAD-YAP inh: TEAD-YAP interaction inhibition; HEK-TIYL cells, TEAD-Gal4/YAP UAS-luciferase luminescence; AID 1259422; actives 1.4% (n = 640,000); inhibition, % at 9.12 µM; in the data active means inhibition above about 32%;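 further: 0% = median of test compound wells and 100% = reference inhibitor wells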
MITF primary: human MITF inhibition, primary screen. O75030. AlphaScreen MITF homodimerization, bead proximity signal. inhibition, % at 2.6 µM. actives 0.91% (n = 650,000). AID 1259374; in the data active means inhibition above about 50%;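 further: 0% = vehicle wells with protein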
Target sequence (O75030 whole entry, looked up): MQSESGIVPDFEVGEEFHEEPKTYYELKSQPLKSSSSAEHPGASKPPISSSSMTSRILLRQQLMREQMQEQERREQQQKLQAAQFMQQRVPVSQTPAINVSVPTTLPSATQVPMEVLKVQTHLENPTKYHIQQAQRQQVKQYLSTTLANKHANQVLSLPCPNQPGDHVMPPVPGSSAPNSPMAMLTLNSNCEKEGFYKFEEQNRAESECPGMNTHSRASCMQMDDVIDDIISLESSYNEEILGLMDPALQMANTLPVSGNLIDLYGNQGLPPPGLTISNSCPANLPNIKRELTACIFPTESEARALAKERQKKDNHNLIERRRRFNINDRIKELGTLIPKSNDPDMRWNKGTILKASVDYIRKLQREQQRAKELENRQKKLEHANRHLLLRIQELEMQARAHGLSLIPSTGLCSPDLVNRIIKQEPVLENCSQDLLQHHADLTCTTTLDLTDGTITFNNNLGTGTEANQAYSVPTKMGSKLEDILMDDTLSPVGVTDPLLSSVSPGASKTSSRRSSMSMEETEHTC
FBW7 act: human FBW7 E3 ligase activation, primary screen; AlphaScreen FBW7–phospho-cyclin E peptide binding, activator screen; normalized activity (activation), % at 26.1 µM; actives 0.13% (n = 650,000); AID 1259310; in the data active means normalized activity above about 1.9%;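 further: purified mutant Fbw7 with reduced substrate affinity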
GPR151 ag: activates the human receptor GPR151. Q8TDV0. PathHunter beta-arrestin GPR151 cells, luminescence. activation, % at 11.2 µM. actives 1% (n = 650,000). AID 1508602; in the data active means activation above about 4.9%;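 further: 0% = median of compound wells and 100% = cells with positive control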
Target sequence (Q8TDV0 whole entry, looked up): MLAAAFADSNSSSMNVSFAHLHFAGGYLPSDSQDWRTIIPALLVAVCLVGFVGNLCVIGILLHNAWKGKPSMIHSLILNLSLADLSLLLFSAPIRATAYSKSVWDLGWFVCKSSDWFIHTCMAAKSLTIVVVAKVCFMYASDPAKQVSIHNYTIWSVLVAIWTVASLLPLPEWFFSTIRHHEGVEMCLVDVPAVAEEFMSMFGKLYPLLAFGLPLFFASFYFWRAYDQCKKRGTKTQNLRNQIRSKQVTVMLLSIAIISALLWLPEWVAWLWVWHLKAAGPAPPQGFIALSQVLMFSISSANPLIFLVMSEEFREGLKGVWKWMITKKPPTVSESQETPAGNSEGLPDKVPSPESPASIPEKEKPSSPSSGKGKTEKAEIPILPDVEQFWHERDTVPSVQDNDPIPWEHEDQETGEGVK
Numbers without * were called inactive.

SMILES	TEAD-YAP inh	MITF primary	FBW7 act	GPR151 ag
COc1ccccc1N1CCN(C(c2ccc(N(C)C)cc2)c2nnnn2C(C)C)CC1 (configuration not stated)	0	8	0.0	5.3*
Cc1cc2c(cc1Br)NC(=O)C21C(C#N)=C(N)OC2=C1C(=O)CCC2 (configuration not stated)	4	9	0.3	-0.5
COCCN(C)C(=O)CC1(c2cccc(F)c2)CC(=O)N(C)C1=O (configuration not stated)	-21	7	0.1	0.5
CCc1ccc(C(=O)CSc2n[nH]c(C)n2)cc1	-9	-5	-0.1	0.7
O=C(/C=C/Nc1ccc(F)c(F)c1)c1cccs1	-21	-1	0.0	-0.2
CC(C)c1ccc(NC(=O)C2C3C=CC4(O3)C2C(=O)N(CCCN2CCN(Cc3ccccc3)CC2)C4C(=O)NC2CCCCC2)cc1 (configuration not stated)	0	-2	-0.2	-0.9
CS(=O)(=O)c1ccc2c(c1)nc(NCCCN1CCOCC1)c1nccn12	0	2	-0.2	2.2
CS(=O)(=O)N(CC(=O)N1CCC(Cc2ccccc2)CC1)c1cccc(F)c1	3	22	1.4	-0.3
CCCN(CCC)C(=O)c1ccc(Sc2ccc(F)cc2)c([N+](=O)[O-])c1	3	6	0.7	0.2
O=c1[nH]c(-c2ccc(Cl)cc2)nc2ccccc12	-2	18	0.4	1.0
C[C@@H](O)[C@@H]1NC(=O)[C@H]2CN(S(=O)(=O)c3ccc(Cl)cc3)CCN2C1=O	4	-1	0.0	3.4
CC(C)S(=O)(=O)N1CC[C@@H]2[C@H](CCCN2C(=O)CCc2c[nH]c3ccccc23)C1	5	4	-0.2	-0.3
COc1cc(/C=C2/C(=O)Nc3ccccc32)cc(OC)c1O	-11	1	0.1	1.1
Cc1ccc2nc(NCCO)c(/C=C3\SC(=S)N(Cc4ccco4)C3=O)c(=O)n2c1	3	-6	0.0	-1.6
Cc1ccc(C2C(C(=O)c3ccccc3)=C(N)OC3=C2C(=O)CCC3)cc1 (configuration not stated)	0	20	0.6	0.8
COCCNC(=O)CC1Oc2ccccc2NC1=O (configuration not stated)	4	1	-0.2	3.8
CC(C)n1c(=O)n(CC(=O)N(C)C)c2cccnc21	10	-13	-0.2	-0.7
CCCCC(=O)NC(=S)NNC(=O)c1ccc(C)c(Br)c1	8	18	0.0	1.5
CCOC(=O)CSc1n[nH]c(NC(=O)c2cccc(C)c2)n1	5	7	0.1	-1.2
C=CCNC(=O)c1cnc2sc(C)cn2c1=O	-7	13	-0.2	2.6
COc1nc(NC2CC2)nc(-c2ccccc2)n1	-7	14	0.1	-0.7
Cc1nc2ccccc2c(=O)n1-c1ccc(NS(=O)(=O)c2ccc(Cl)cc2)cc1	1	7	0.1	1.1
Cc1ccc(-c2ccc(/C=C3/NC(=O)N(Cc4ccc(Cl)cc4)C3=O)o2)c(Br)c1	-14	2	0.0	-0.5
CCC1CCCCN1C(=O)c1nn(-c2ccccc2OC)c(=O)c2ccccc12 (configuration not stated)	-3	-7	0.0	2.2
COc1ccc(NC(=O)c2cccs2)cc1O	-40	2	0.4	-0.6
CCOC(=O)c1sc2nc(SCc3ccccc3F)n(Cc3ccc(F)cc3)c(=O)c2c1C	-10	-9	0.1	0.1
O=C(Oc1ccc(Cl)cc1)c1ccc(=O)[nH]c1	-3	6	0.0	-0.8
Cc1cc(C)nc(SCc2ccc(C(=O)NNC(=O)Nc3ccccc3)cc2)n1	9	1	-0.1	3.9
COc1ccc(-c2noc(NCCc3ccc(C)cc3)n2)cc1OC	-14	-2	0.2	-1.7
Cc1ccc(/C=C/C23NC(=O)CCN2c2ccccc2C3(C)C)cc1 (configuration not stated)	-16	9	-0.1	1.8

Some of the entries above in another layout:
structure,TEAD-YAP inh,MITF primary,FBW7 act,GPR151 ag
COc1nc(NC2CC2)nc(-c2ccccc2)n1,-7,14,0.1,-0.7
Cc1nc2ccccc2c(=O)n1-c1ccc(NS(=O)(=O)c2ccc(Cl)cc2)cc1,1,7,0.1,1.1
Cc1ccc(-c2ccc(/C=C3/NC(=O)N(Cc4ccc(Cl)cc4)C3=O)o2)c(Br)c1,-14,2,0.0,-0.5
CCC1CCCCN1C(=O)c1nn(-c2ccccc2OC)c(=O)c2ccccc12 (configuration not stated),-3,-7,0.0,2.2
COc1ccc(NC(=O)c2cccs2)cc1O,-40,2,0.4,-0.6
CCOC(=O)c1sc2nc(SCc3ccccc3F)n(Cc3ccc(F)cc3)c(=O)c2c1C,-10,-9,0.1,0.1

Looked up by compound from the list above, three records:
SMILES	TEAD-YAP inh	MITF primary	FBW7 act	GPR151 ag
Cc1nc2ccccc2c(=O)n1-c1ccc(NS(=O)(=O)c2ccc(Cl)cc2)cc1	1	7	0.1	1.1
COc1ccc(NC(=O)c2cccs2)cc1O	-40	2	0.4	-0.6
COc1nc(NC2CC2)nc(-c2ccccc2)n1	-7	14	0.1	-0.7

Next entries follow.
SMILES	TEAD-YAP inh	MITF primary	FBW7 act	GPR151 ag
Oc1c(C(c2ccccn2)N2CCOCC2)ccc2cccnc12 (configuration not stated)	13	76*	-0.2	-0.4
CC1=C(C(=O)OC2CCCC2)C(c2ccccc2OC(C)C)C2=C(CC(C)(C)CC2=O)N1 (configuration not stated)	7	-9	-0.1	-0.6
OCCOc1ccccc1CN1CCCC(N2CCOCC2)C1 (configuration not stated)	-1	-9	-0.2	-1.0
C=CCNc1nsc(C(=O)c2ccc(OC)cc2)c1N	-4	11	-0.1	0.5
Cc1cnc(C(=O)Nc2nccs2)cn1	-21	11	0.4	-6.0
CC(NC(=O)COC(=O)CN1C(=O)C2CCCCC2C1=O)c1ccccc1 (configuration not stated)	-1	2	0.1	1.2
FC(F)(F)c1ccc(Cn2cnc3c(NCc4ccccc4)nc(Cl)nc32)cc1	4	-9	0.1	-0.6
COc1ccc(Cl)cc1NC(=O)CN(c1cccc(F)c1)S(C)(=O)=O	3	15	1.1	-1.2
COc1cc(NC(=O)CCCCCCC(=O)Nc2cc(OC)nc(OC)n2)nc(OC)n1	4	-8	0.0	-0.4
CC(C)CNS(=O)(=O)c1ccc(CCC(=O)NCc2ccc(Cl)cc2)cc1	5	11	0.1	1.6
Cn1cc(CCC(=O)NCc2ccccc2F)c2ccccc21	3	3	0.0	1.5
CC(C(N)=O)N1C(=O)C2C3C=CC(C3)C2C1=O (configuration not stated)	-2	0	0.0	-1.4
CN(C(=O)CN1C(=O)NC(C)(c2ccc(Cl)cc2Cl)C1=O)c1ccccc1 (configuration not stated)	2	-5	0.0	-0.7
Cc1ccc(N2C(=O)CSC23C(=O)Nc2ccccc23)cc1 (configuration not stated)	5	5	0.7	-1.5
CCCCCn1c(SC(C)CC)nc2c1c(=O)[nH]c(=O)n2C (configuration not stated)	-15	4	-0.1	1.7
Cc1cc2c(cc1S(=O)(=O)N1CCCCC1C)OCC(=O)N2 (configuration not stated)	-6	7	-0.4	0.4
COc1ccc(/C=C(/NC(=O)c2ccccc2)C(=O)NN)cc1	-7	14	0.2	0.8
CCCNC(=O)C(=O)NCCC1=CCCCC1	-10	-3	-0.1	1.5
CC(=O)c1cccc(NC(=O)c2noc3c2COc2ccc(C)cc2-3)c1	7	3	-0.3	1.2
COc1ccccc1C(=O)Nc1nnc(SCc2cccc([N+](=O)[O-])c2)s1	-1	-6	0.0	4.8
Cc1cc(/C=C2/C(=N)N3N=C(Cc4ccccc4)SC3=NC2=O)c(C)n1-c1ccc(F)cc1	0	-5	-0.1	-0.7
CN1C(=O)C2C(c3ccccc3)NN(Cc3ccccc3)C2C1=O (configuration not stated)	1	12	-0.2	0.4
CCC1CCCCN1Cc1nc(N)c2cc(C)ccc2n1 (configuration not stated)	9	6	0.0	-1.2
Cc1cccc(NC(=O)c2ccc3c(=O)n(-c4ccc(F)cc4)c(=S)[nH]c3c2)c1	-4	12	0.1	0.0
COc1ccc(S(=O)(=O)Oc2ccc(C)cc2C)cc1	17	0	0.7	1.2
CC1CCN(S(=O)(=O)c2ccc(C(=O)N(C)C)cc2)CC1	1	-13	0.0	0.4
COc1ccc(N2C(=O)C3C4C=CC(C5CC45)C3C2=O)c(OC)c1 (configuration not stated)	-5	16	0.8	1.2
O=C(NCCOc1ccccc1)c1cc(N2CCc3ccccc3C2)nc2ccccc12	-6	13	0.2	0.5
Cc1c(C)n2c3c(=O)n(Cc4ccccc4)c(=O)n(C)c3nc2n1-c1ccc(F)cc1	-2	-10	-0.1	0.8
COc1ccc(-c2nc(Nc3ccc(Oc4ccccc4)cc3)c3ncn(Cc4ccc(C(F)(F)F)cc4)c3n2)cn1	-4	-11	0.0	-0.5
Clc1ccccc1CSc1ccc2nnc(-c3ccncc3)n2n1	11	8	0.0	-1.2
Nc1nc(N2CCN(Cc3ccc4c(c3)OCO4)CC2)nc2nc[nH]c12	-1	-6	-0.1	-0.2
CCOc1ccc(NC(=O)C2CC(=O)N(CC)C(=Nc3cccc(F)c3)S2)cc1 (configuration not stated)	5	3	0.0	-0.1
O=C1C=C(c2ccccc2)Sc2ccccc2N1	-17	4	0.0	-1.1
Cc1[nH]c2ccccc2c1C(=O)/C(C#N)=C/c1ccco1	-12	-9	-0.2	-0.5
COc1ccc(N2C(=O)c3cccc4cccc(c34)C2=O)cc1OC	0	-1	0.0	1.8
O=C(COc1ccc(Cl)cc1)Nc1ncc([N+](=O)[O-])s1	-19	-5	0.0	-7.4
CCOC(=O)C(C)C1=Nc2ccccc2C(c2ccccc2)(c2ccccc2)N1C (configuration not stated)	-5	10	0.1	0.1
CCCSC1=C(C#N)C2(CCCC2)C(C#N)C(=O)N1 (configuration not stated)	-2	-9	-0.2	-0.3
O=C(CCS(=O)(=O)c1ccc(Br)s1)NCc1ccccc1	9	-6	0.0	1.1
S=c1[nH]nc(-c2ccncc2)n1/N=C/c1cccs1	0	0	-0.3	1.8
COc1cc2nc(NCc3cccnc3)nc(NCCO)c2cc1OC	-4	2	-0.1	0.0
N/C(=N\OC(=O)c1ccc(Cl)cc1)c1cccc([N+](=O)[O-])c1	-1	2	-0.1	0.5
Cn1cnnc1Sc1cc(N2CCCCC2)ccc1[N+](=O)[O-]	-1	-5	-0.1	-0.3
Cc1ccc(C(=O)Nc2sc3c(c2C(=O)N2CCC(C(N)=O)CC2)CCCC3)cc1	-4	0	0.0	-2.0
CCOC(=O)c1c(-c2ccccc2)oc2cc(Br)c(OCC(=O)OC)cc12	5	14	0.4	0.7
Cc1ccc(N2CC(C(=O)Nc3ccc([N+](=O)[O-])cc3)CC2=O)cc1Cl (configuration not stated)	-16	-12	-0.1	2.6
O=C(O)CNC(=O)CC1S/C(=N/N=C/c2ccco2)NC1=O (configuration not stated)	-7	35	0.0	2.1
O=c1cc(NCCO)c2ccccc2o1	-6	19	0.3	1.4
CC1CCCC(NC(=O)COC(=O)c2ccc(I)cc2)C1C (configuration not stated)	2	-8	0.1	1.1
Later entries:
SMILES	TEAD-YAP inh	MITF primary	FBW7 act	GPR151 ag
COCCNC(=O)c1ccc(C(C)C)cc1	-32	4	-0.4	1.6
CC(=O)NC1=NC(=O)/C(=C/c2cn(C(C)=O)nc2-c2ccccc2)S1	7	-4	-0.1	0.0
CCOc1ccccc1NC(=O)c1c(NC(=O)CCC(=O)O)sc2c1CCCCC2	8	-8	-0.2	-0.1
O=C(Oc1ccc(Cl)cc1Cl)c1ccc(C(=O)Oc2ccc(Cl)cc2Cl)nc1	-1	4	-0.1	-0.3
COc1ccccc1CN1C[C@@H]2C[C@@H](c3ccccc3C)N3CCC[C@@]23C1=O	4	0	-0.1	-0.2
Cc1ccc(N2C(=O)c3ccc(-c4nc5ccc(I)cc5c(=O)o4)cc3C2=O)cc1C	1	-2	-0.2	0.9
Cc1ccc(C)c(NC(=S)NCCN2CCOCC2)c1	6	15	0.6	-0.4
CC1(CC(=O)N/N=C/c2ccc(-c3cc([N+](=O)[O-])ccc3Cl)o2)OCCCO1	-1	-15	0.0	0.8
CCn1cc(S(=O)(=O)c2ccc(OC)cc2)c(=O)c2cc(F)c(N3CCCCC3)cc21	9	7	-0.4	-1.7
C=CCn1c(SCC(=O)NCc2ccccc2)nnc1-c1ccccc1O	10	-10	-0.3	1.5
CCN(CC)CCN1C(=O)c2ccccc2NC1c1ccc(Cl)cc1 (configuration not stated)	-1	1	0.0	7.6*
CCOc1ccc(/C(O)=C2/C(=O)C(=O)N(c3ccccn3)C2c2ccc(Br)cc2)c(C)c1 (configuration not stated)	-10	25	0.0	0.4
COc1cc([N+](=O)[O-])ccc1NC(=O)C1CCCC1	4	-11	0.0	0.3
O=C(CSCCSCC(=O)c1ccco1)c1ccco1	-5	-4	-0.2	-1.6
Cc1nnc(N/N=C/c2cc(Cl)ccc2O)[nH]c1=O	92*	127*	-0.2	1.9
CCC(C)CC(=O)NCC1CCC2(CCN(C(=O)c3ccncc3)CC2)O1 (configuration not stated)	5	4	-0.1	1.4
CC1=NN(c2ccc(Br)cc2)C(=O)/C1=C\c1ccc(N(C)C)c([N+](=O)[O-])c1	-6	-159	0.5	-1.9
CCCCCC(=O)Nc1c(C)n(C)n(-c2ccccc2)c1=O	7	-16	0.1	-0.9

Given as labelled records: 4 of the compounds above
COc1ccc(N2C(=O)c3cccc4cccc(c34)C2=O)cc1OC
  TEAD-YAP inh: 0
  MITF primary: -1
  FBW7 act: 0.0
  GPR151 ag: 1.8
CCOc1ccccc1NC(=O)c1c(NC(=O)CCC(=O)O)sc2c1CCCCC2
  TEAD-YAP inh: 8
  MITF primary: -8
  FBW7 act: -0.2
  GPR151 ag: -0.1
Oc1c(C(c2ccccn2)N2CCOCC2)ccc2cccnc12 (configuration not stated)
  TEAD-YAP inh: 13
  MITF primary: 76*
  FBW7 act: -0.2
  GPR151 ag: -0.4
COc1cc(NC(=O)CCCCCCC(=O)Nc2cc(OC)nc(OC)n2)nc(OC)n1
  TEAD-YAP inh: 4
  MITF primary: -8
  FBW7 act: 0.0
  GPR151 ag: -0.4
